FBPA coupling cs – counter-screen for Giardia aldolase inhibitors: coupling enzyme system. activity change, negative = inhibition, % at 58.2 µM, hits read low. coupling enzyme system counterscreen, AmpLite Red fluorescence. 290,000 compounds, 0.67% hits; in the data active = activity change below about -30%; also: % is scaled to controls: 0 for no effect and ±100 for the full control effect
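Activity here indicates interference with the coupling reaction, not aldolase inhibition. Compounds at 57.5 uM final met coupling enzymes for 10 min at RT; substrate and AmpLite Red detection followed, with a 525/598 nm fluorescence read after 20 min.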
PKM2 act – PKM2 (human) enzyme activation. Potency, µM (doses to about 57.5 µM), without a hit: top-dose activation, usual class: activators. P14618. 260,000 compounds, 0.34% hits. purified PKM2, Kinase-Glo ATP luminescence, activation; response scale: 0% is enzyme alone, no compound. AID 1631; also: potency is read from the fitted curve at half-maximal effect; % is scaled to controls: 0 for no effect and ±100 for the full control effect; nearly all actives have a fitted effect of over 55% in size
Target sequence (P14618 whole entry, looked up): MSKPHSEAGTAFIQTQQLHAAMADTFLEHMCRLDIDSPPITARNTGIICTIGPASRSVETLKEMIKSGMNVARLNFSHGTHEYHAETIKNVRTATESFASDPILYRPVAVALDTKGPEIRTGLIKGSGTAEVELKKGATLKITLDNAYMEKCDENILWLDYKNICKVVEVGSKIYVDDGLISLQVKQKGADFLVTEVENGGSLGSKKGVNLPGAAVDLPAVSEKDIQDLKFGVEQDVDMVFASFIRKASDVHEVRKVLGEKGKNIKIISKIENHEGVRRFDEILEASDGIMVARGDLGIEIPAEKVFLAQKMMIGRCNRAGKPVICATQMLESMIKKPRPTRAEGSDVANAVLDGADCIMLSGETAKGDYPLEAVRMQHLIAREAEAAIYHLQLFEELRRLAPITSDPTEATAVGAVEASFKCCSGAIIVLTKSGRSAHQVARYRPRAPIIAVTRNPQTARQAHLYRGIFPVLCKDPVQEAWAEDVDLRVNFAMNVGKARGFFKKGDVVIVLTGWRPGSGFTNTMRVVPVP
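ATP formation by purified human PK-M2, quantified via coupled luciferase luminescence after 1 h at room temperature with 0.1 mM ADP and 0.5 mM PEP final.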
Giardia killer – kills Giardia lamblia; activity change, % at 7.66 µM, hits read low; 340,000 compounds, 0.15% hits; Giardia lamblia trophozoite viability; in the data active = activity change below about -80%; inconclusive = between about -30% and that limit;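 also: parasites exposed to compound for two days anaerobically before the ATP read; % is scaled to controls: 0 for no effect and ±100 for the full control effect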
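Compounds were tested on trophozoites seeded at 100 cells/well and held 48 hrs at 37 deg C anaerobically. An ATP-based luminescent kit measured the remaining live cells.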
Menin MLL FP TR – displaces Texas Red mutant MLL peptide from human menin | Menin + Texas Red MLL mutant peptide, fluorescence polarization | Potency, µM (doses to about 61.6 µM), without a hit: at the top dose FP activity change, negative = inhibition, most hits filed as inhibitors | 270,000 compounds, 0.23% hits | AID 1768; active = well fitted inhibition curve with a large enough effect in the polarisation, with a control signal flat, not every such curve was filed as active; inconclusive = small, poorly fitted or top-dose-only effect, or effect the other way, or a change in a side signal; inactive = no such curve, though single readings can be large or run the other way; the % refers to the polarisation; also: potency is read from the fitted curve at half-maximal effect; % of control where 0% means no effect; many of its hits are not listed in these tables
BCR signal inh – chronic active BCR signaling inhibition; ABC-DLBCL IkBa-CBG/CBR reporter, luminescence ratio, 4 h; Potency, µM (doses to about 46.1 µM), without a hit: at the top dose ratio change, negative = lower green/red ratio, most hits filed as inhibitors; 340,000 compounds, 0.05% hits; AID 493014; active = well fitted inhibition curve with a large enough effect in the signal ratio, with a control signal flat, not every such curve was filed as active; inconclusive = small, poorly fitted or top-dose-only effect, or effect the other way, or a change in a side signal; the % refers to the signal ratio;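 also: potency is read from the fitted curve at half-maximal effect; plate controls were basal doxycycline-induced cells for no effect and cells given 10 µM MG132 for full effect; MG132 reads +100%, hits lower the ratio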
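Concentration-response series (up to 46 uM) were applied to TMD8 dual-reporter cells for 4 h at 37C with doxycycline. Green/red ratio, after filter-overlap correction, defined %Activity; red signal alone was normalised to basal cells and zero luminescence.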
Integrin act MD – activates integrin-mediated alleviation for muscular dystrophy. alpha7betagal myoblasts, beta-gal FDG fluorescence, 48 h. Potency, µM (titrated, usually from 38.3 µM), for inactives: top-dose activation, usual class: activators. 350,000 compounds, 0.064% hits. AID 624291;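 also: potency is read from the fitted curve at half-maximal effect; 100% = response of the positive control SU9516; nearly all actives have a fitted effect of over 60% in size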
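Alpha7betagal+/- myoblasts (passage 13) were plated 16-24 hr, then exposed to compounds (1:260 dilution of DMSO stock) for 48 hours at 37C. After MPER lysis, β-galactosidase reporter activity was read as FDG fluorescence (ex 480/em 540) after 30 minutes.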
PTAP TSG101 blk – blocks PTAP/TSG101 interaction to inhibit HIV-1 budding | Fluorescence polarization, FITC-PTAP peptide / Tsg101 binding | Potency, µM (doses to about 115 µM), without a hit: top-dose activity change, negative = inhibition, most hits filed as inhibitors | 340,000 tested, under 10 active; active = well fitted inhibition curve with a large enough effect in the main read-out, with a control signal flat, not every such curve was filed as active; inconclusive = small, poorly fitted or top-dose-only effect, or effect the other way, or a change in a side signal; inactive = no such curve, though single readings can be large or run the other way; also: potency is read from the fitted curve at half-maximal effect; % of control where 0% means no effect
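FP read-out: FITC-PTAP peptide, 50 nM final, binding Tsg101 binding domain, 10 uM final; 20 min, r.t.; 10 mM HEPES pH 7.5, 0.15 M NaCl, 0.01% Tween 20, 3 mM EDTA, 0.1 mM TCEP.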
GALK inh – blocks human galactokinase activity. P51570. Purified GALK, Kinase-Glo residual ATP luminescence. Potency, µM (doses to about 57.5 µM), for inactives: at the top dose activity change, negative = inhibition, most hits filed as inhibitors. 270,000 compounds, 0.007% hits; also: potency is read from the fitted curve at half-maximal effect; % is scaled to controls: 0 for no effect and ±100 for the full control effect
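Quantitative HTS: GALK 5 nM, ATP 35 uM, galactose 100 uM, 1 h room temperature, then luciferase-based ATP detection.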
ASM inhibitor – inhibitors of human secretory acid sphingomyelinase. P17405. placental ASM, HMU-PC fluorogenic substrate, 60 min. Potency, µM (series often up to 57.5 µM), for the others: at the highest dose activity change, negative = inhibition, most hits filed as inhibitors. 340,000 compounds, 0.006% hits. AID 504937; also: potency is read from the fitted curve at half-maximal effect
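Fluorescence read-out (Ex 386 nm, Em 447 nm) after stopping the reaction at pH 10. Enzyme: ASM from human placenta; substrate HMU-PC0, 9 uM final; 60 min, 37 °C. Compound preincubation 10 min, ambient temperature.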
Tb PFK block – blocks T. brucei phosphofructokinase. O15648. T. brucei PFK, ADP-Glo luminescence. Potency, µM (doses to about 57.5 µM), without a hit: at the top dose activity, negative = inhibition, usual class: inhibitors. 330,000 compounds, 0.17% hits;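 also: potency is read from the fitted curve at half-maximal effect; 0% = uninhibited 1x PFK enzyme wells and -100% = no-enzyme wells; nearly all actives have a fitted effect of over 60% in size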
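ADP-Glo luminescence quantified ADP after 45 min at room temperature, with 1.25 nM T. brucei PFK, 0.1 mM ATP and 0.5 mM fructose-6-phosphate in pH 8.0 TEA buffer. qHTS titrations up to 57 µM; curves classified by quality.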
B2AR arrestin – recruits beta-arrestin to the human beta2-adrenergic receptor; P07550; beta-arrestin recruitment to beta2AR, cell-based reporter; Potency, µM (top dose mostly 46.1 µM), for the others: at the top dose activation, hits mostly activators; 330,000 compounds, 0.02% hits; AID 492947;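 also: potency is read from the fitted curve at half-maximal effect; 0% = DMSO controls and full agonism = EC100 isoproterenol or metaproterenol; nearly all actives have a fitted effect of over 65% in size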
Target sequence (P07550 whole entry, looked up): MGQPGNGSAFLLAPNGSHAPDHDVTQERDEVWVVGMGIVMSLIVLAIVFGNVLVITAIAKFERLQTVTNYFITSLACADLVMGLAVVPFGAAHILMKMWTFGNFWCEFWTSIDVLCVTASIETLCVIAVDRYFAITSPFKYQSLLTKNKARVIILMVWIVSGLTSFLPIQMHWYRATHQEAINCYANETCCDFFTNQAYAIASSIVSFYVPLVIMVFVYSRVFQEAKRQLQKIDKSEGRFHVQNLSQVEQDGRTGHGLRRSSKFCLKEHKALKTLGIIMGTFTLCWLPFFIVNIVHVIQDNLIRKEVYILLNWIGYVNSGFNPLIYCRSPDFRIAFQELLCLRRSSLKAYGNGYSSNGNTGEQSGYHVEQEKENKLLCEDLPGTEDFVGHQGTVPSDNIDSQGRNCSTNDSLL
Starred values were filed as active, the others as inactive; ? = inconclusive; nt = not tested or not shown; [ ] = dose if it differs, or a comment. Unless noted, calls follow the shape of the dose curve; as a rule, active = well fitted curve in the direction sought with a large enough effect; inconclusive = small, poorly fitted or top-dose-only effect, or another doubt; inactive = no such curve, though single readings can be large; an effect the other way counts as inactive or inconclusive. This is a subset (hit frequency here may not be typical).

#	SMILES	FBPA coupling cs	PKM2 act	Giardia killer	Menin MLL FP TR	BCR signal inh	Integrin act MD
1	Cn1c(SC(C(=O)Nc2ccc(F)cc2)c2ccccc2)nc2ccccc21 (centres undefined)	-6	-8%	-9	0%	9%	3%
2	COc1ccc(C)cc1NC(=O)CCC(=O)Nc1nnc(C(F)(F)F)s1	2	0%	-8	-2%	7%	14%
3	CNS(=O)(=O)c1cccc(C(=O)NNC(=O)c2ccc(COc3ccccc3)cc2)c1	0	-1%	?	-16%	-12%	0%
4	CN(C)/C=C/C(=O)c1ccccc1OCc1cnc(Cl)s1	-1	1%	?	-22%	-1%	6%
5	COc1ccc(NC(=O)Cn2c(=O)oc3cc(S(=O)(=O)N4CCCC4)ccc32)cc1	4	-1%	11	4%	-22%	-1%
6	CCC[n+]1c(C)sc2c3c(ccc21)CCCC3	-1	-1%	-1	-17%	-12%	-73%[inhibitor]
7	COc1cc(C(=O)Nc2cccc(NC(=O)c3cccs3)c2)cc(OC)c1OC	4	0%	8	22%	0%	2%
8	O=C(Oc1c(Br)cc(C(=S)N2CCOCC2)cc1Br)c1ccc(Cl)cc1	0	8%	-4	?	2%	-11%

#	PTAP TSG101 blk	GALK inh	ASM inhibitor	Tb PFK block	B2AR arrestin
1	0%	nt	-3%	-3%	0.2%
2	-6%	-1%	0%	-6%	0.4%
3	-2%	7%	-2%	0%	-1.1%
4	-2%	-2%	-2%	2%	-0.5%
5	-2%	nt	1%	-3%	-0.9%
6	-1%	0%	-6%	7%	-0.2%
7	-5%	2%	-14%	-2%	-1.0%
8	-6%	-1%	-18%	4%	0.1%

Carrying on:
#	SMILES	FBPA coupling cs	PKM2 act	Giardia killer	Menin MLL FP TR	BCR signal inh	Integrin act MD
9	CCOC(=O)NC1(NC(C)C)Oc2ccccc2O1	1	-12%	22	3%	?	-34%
10	Cc1ccc(C(C)C)c(OCC(=O)N/N=C/C2CCCCC2)c1	2	-4%	5	-2%	-3%	13%
11	O=C(CNCc1ccco1)Nc1ccc(Oc2ccccc2)cc1	2	7%	7	-2%	8%	?
12	CCOC(=O)C1CCN(C(=O)COC(=O)c2ccc([N+](=O)[O-])o2)CC1	nt	nt	?	nt	3%	-13%
13	CCOC(=O)c1cnc2cc(Cl)c(OC)cc2c1NCC1CCCO1 (centres undefined)	-1	-8%	7	-12%	13%	21%
14	COc1ccc(C2C(C#N)=C(N)N(c3sc4c(c3C#N)CCCC4)C3=C2C(=O)CC(C)(C)C3)cc1 (centres undefined)	-4	-3%	-3	8%	14%	4%
15	CCCC(=O)Nc1nnc(SCC(=O)N2CCCCC2)s1	0	nt	-10	-5%	-3%	4%
16	COc1ccc(C2=NN(C)C(=NCc3ccccc3)SC2)cc1	3	1%	-12	-3%	?	0%

#	PTAP TSG101 blk	GALK inh	ASM inhibitor	Tb PFK block	B2AR arrestin
9	-6%	1%	-3%	-15%	0.5%
10	-2%	-2%	-5%	4%	0.4%
11	-3%	-3%	2%	-3%	0.0%
12	-1%	nt	4%	0%	-3.0%
13	-5%	2%	205%[activator]	2%	0.0%
14	-2%	-4%	-2%	2%	0.3%
15	-2%	-2%	-1%	-3%	-0.4%
16	-5%	-1%	4%	2%	-0.3%

Taken from above.
Under B2AR arrestin, compound 14 reads 0.3%
Under Menin MLL FP TR, compound 15 reads -5%
Under Tb PFK block, compound 9 reads -15%

Further structures:
#	SMILES	FBPA coupling cs	PKM2 act	Giardia killer	Menin MLL FP TR	BCR signal inh	Integrin act MD
17	NS(=O)(=O)c1cccc(NC(=O)CN2CCc3ccccc32)c1	-5	1%	-5	8%	?	1%
18	O=C(Nc1ccc(Cl)cc1)C(Cl)C(=O)c1ccccc1 (centres undefined)	0	22%	3	50%[activator]	?	-3%
19	CCOc1ncccc1C(=O)Nc1ccc2nc(C)sc2c1	0	-10%	1	8%	-11%	22%
20	O=C(c1cc([N+](=O)[O-])cc([N+](=O)[O-])c1)N(c1ccccn1)c1ccccn1	-4	-7%	11	9%	-5%	19%
21	Cc1ccccc1OCC(=O)Nn1c(COc2ccccc2)nc2ccccc2c1=O	8	-2%	-4	4%	?	26%
22	COC(=O)c1cc(C(=O)Nc2nc3ccccc3[nH]2)cc([N+](=O)[O-])c1	-1	0%	-7	?	?	0%
23	O=C(COc1ccc(Br)cc1)N/N=C1/SCC(=O)N1Cc1ccco1	0	3%	9	9%	-2%	-20%
24	CC(C)(C)OC(=O)NCCc1nnc(SCc2ccccc2Cl)o1	3	0%	2	?	-4%	-7%

#	PTAP TSG101 blk	GALK inh	ASM inhibitor	Tb PFK block	B2AR arrestin
17	-3%	-4%	4%	-20%	-0.1%
18	0%	-2%	-3%	-17%	-0.6%
19	-11%	0%	-11%	8%	-0.6%
20	-2%	1%	1%	7%	-0.1%
21	-2%	0%	-13%	-3%	-0.1%
22	-8%	14%	-17%	-1%	0.0%
23	-5%	-1%	-2%	4%	-0.4%
24	0%	2%	-3%	0%	0.2%

(more compounds)
#	SMILES	FBPA coupling cs	PKM2 act	Giardia killer	Menin MLL FP TR	BCR signal inh	Integrin act MD
25	C[C@H](CO)N1C[C@H](C)[C@H](CN(C)C(=O)Nc2cccc3ccccc23)Oc2c(NC(=O)c3ccc(-c4nccs4)cc3)cccc2C1=O	nt	nt	3	nt	-2%	-10%
26	CCN(CC)CCn1c2c(c(SCC(=O)Nc3ccc4c(c3)OCCO4)nc1=O)CCC2	nt	nt	1	nt	-18%	-10%
27	COC(=O)c1cc(=O)c2cccc(OC)c2[nH]1	-2	-2%	-8	nt	-4%	-14%
28	COc1ccc(S(=O)(=O)N2CCCC2)cc1C(=O)N1CCCCC1	nt	0%	40[activator]	nt	0%	21%
29	COc1ccc2c3c(cccc13)OC2=O	-5	nt	2	49%[activator]	?	-2%
30	COc1cc(/C=C/C2=NC(=O)C(C)(C)O2)ccc1O	0	1%	7	6%	0%	7%
31	CC(=O)c1cn(C(=O)c2ccc(Cl)cc2)c2ccccc12	0	nt	18	-14%	2%	-3%
32	Cn1c(SCC(=O)N2CCCC2)nc2ccccc2c1=O	6	21%	3	-2%	6%	7%[7.66 µM]

#	PTAP TSG101 blk	GALK inh	ASM inhibitor	Tb PFK block	B2AR arrestin
25	1%	nt	-9%	6%	-0.5%
26	1%	nt	2%	-2%	-0.6%
27	-1%	nt	nt	4%	0.5%
28	nt	-1%	10%	2%	0.5%
29	0%	nt	1%	0%	0.5%
30	-3%	2%	18%	0%	0.3%
31	-1%	nt	-3%	0%	-0.9%
32	-1%	1%	1%	3%	-0.3%

A second format for some results above:
#27 COC(=O)c1cc(=O)c2cccc(OC)c2[nH]1
  FBPA coupling cs: -2 | PKM2 act: -2% | Giardia killer: -8 | Menin MLL FP TR: nt | BCR signal inh: -4% | Integrin act MD: -14% | PTAP TSG101 blk: -1% | GALK inh: nt | ASM inhibitor: nt | Tb PFK block: 4% | B2AR arrestin: 0.5%

#28 COc1ccc(S(=O)(=O)N2CCCC2)cc1C(=O)N1CCCCC1
  FBPA coupling cs: nt | PKM2 act: 0% | Giardia killer: 40[activator] | Menin MLL FP TR: nt | BCR signal inh: 0% | Integrin act MD: 21% | PTAP TSG101 blk: nt | GALK inh: -1% | ASM inhibitor: 10% | Tb PFK block: 2% | B2AR arrestin: 0.5%

The listing continues.
#	SMILES	FBPA coupling cs	PKM2 act	Giardia killer	Menin MLL FP TR	BCR signal inh	Integrin act MD
33	COC(=O)N/N=C/c1cccs1	1	-3%	-1	-10%	0%	?
34	O=C(Nc1cccc(S(=O)(=O)N2CCOCC2)c1)c1ccccn1	7	0%	-1	nt	-5%	-23%
35	Cc1nonc1C(=O)N/N=C/c1cccc(O)c1	3	-58%	-4	8%	?	-7%
36	Cc1ccc(Cn2ccc(NC(=O)c3cc(CC(C)C)on3)n2)cc1	5	0%	-5	-2%	-19%	8%
37	CCc1ccc(CNC(=O)CCn2nc(C)c3c(C)n(-c4ccccc4)nc3c2=O)cc1	nt	nt	-19	nt	-5%	-30%

#	PTAP TSG101 blk	GALK inh	ASM inhibitor	Tb PFK block	B2AR arrestin
33	-2%	-2%	2%	0%	0.3%
34	-3%	1%	3%	1%	-0.5%
35	-3%	nt	-1%	-10%	0.5%
36	-5%	0%	-2%	-2%	0.0%
37	-1%	4%	0%	0%	0.3%

Assay outcomes (PubChem)
